WT yeast gro inh – growth inhibition of WT strain, primary screen, mitochondrial fusion inhibitor project, WT and mutant strains, chemical genetic; mitochondrial fusion phenotypic screen; inhibition, % at 10 µM; 190,000 tested, 2.1% active; in the data active = inhibition above about 58%; tested in S. cerevisiae
UTI89 phage lysis – inhibition of K1F phage lysis, E. coli UTI89, bacterial capsule biogenesis inhibitors, alamar blue (AID 488966); E. coli UTI89 K1F phage lysis, alamar blue, 2 h; higher % means a stronger effect; 340,000 tested, 0.02% active; inhibition, % at 100 µM; hits with a dose series show IC50 in µM;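 active = phage lysis inhibition, versus mean bacterial control, above a set limit; inconclusive = no clear call, values can overlap the other calls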;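 note: capsule biogenesis inhibitors block K1F phage lysis so surviving cells raise fluorescence; higher fluorescence means more inhibition of phage lysis; actives were called in the ten point dose series up to 300 µM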
PMI inhibition – human PMI inhibitors, high substrate, primary screen, biochemical, fluorescence intensity, high mannose 6-phosphate (AID 1220). one-dose inhibition, % at 20 µM; IC50 in µM for titrated hits. 190,000 tested, 0.66% active. recombinant PMI enzyme, coupled fluorescence intensity; higher % means a stronger effect
ER stress rescue – rescue of cells from ER stress-induced death, primary screen, 384-well, CSM14.1, thapsigargin, ATP luminescence (AID 1222); CSM14.1 thapsigargin-induced death rescue, ATP luminescence; higher % means a stronger effect; one-dose cellular ATP content (survival), % at 20 µM; EC50 in µM for titrated hits; 190,000 tested, under 10 active;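 active = EC50 below 50 µM in the dose-response confirmation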;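 note: death triggered by thapsigargin at about 15 µM added after 2 h compound pretreatment; cell ATP read after overnight thapsigargin exposure of roughly 18 to 22 hours; normalized against plate controls of thapsigargin alone and 5% DMSO vehicle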
TNAP activation fold – human TNAP enzyme activators, primary screen, biochemical, luminescent, no phosphate acceptor, uHTS (AID 1001); Alkaline phosphatase, tissue-nonspecific isozyme (Homo sapiens); 200,000 tested, 0.03% active; activation fold at 20 µM; hits with a dose series show EC50 in µM; purified TNAP, luminescent activation assay, no phosphate acceptor; higher activation fold means a stronger effect; in the data active = activation fold from about 3, or a potency from the dose series; inactive = the rest, 99 in 100 with activation fold below about 1.6; note: many of its hits are not listed in these tables
Hep lipid drop – inhibitors of hepatocyte lipid droplet formation, primary screen, imaging, high-throughput imaging, BODIPY stain; AML12 mouse hepatocytes, oleate lipid droplets; inhibition, % at 6.5 µM; 240,000 tested, 0.4% active; AID 1656, 2009;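 active = lipid droplet intensity inhibited by at least 50%, with more than 500 cells counted; inconclusive = wells with under 300 cells, treated as cytotoxic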
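Material – AML12 mouse liver cells · Also added – oleate loading, 100 µM · Compound dosing – 6.5 µM single-point dosing · Times – overnight treatment with compound plus oleate · Measured by – fluorescence imaging, 20x objective, two fields per well · Read-out – percent inhibition of filter-corrected integrated lipid droplet intensity per well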
PMI inhibitors – inhibitors of human PMI, primary screen, biochemical, fluorescence intensity, coupled assay (AID 1209); Mannose-6-phosphate isomerase (Homo sapiens); purified PMI enzyme, coupled fluorescence intensity; higher % means a stronger effect; inhibition, % at 20 µM, or IC50 in µM where a hit was titrated; 190,000 tested, 0.42% active;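 note: plate controls were DMSO vehicle for no effect and wells lacking substrate for full effect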
P. falciparum M1AAP – P. falciparum M1AAP inhibitors, biochemical, fluorogenic H-Leu-NHMec substrate, 1536-well (AID 1445); Aminopeptidase N (Plasmodium falciparum (isolate 3D7)); recombinant M1AAP, H-Leu-NHMec fluorogenic kinetic assay; higher % means a stronger effect; inhibition, % at 30 µM, or IC50 in µM where a hit was titrated; 220,000 tested, 0.42% active;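 active = primary inhibition above the hit cutoff, then over 50% inhibition at one or more dose response concentrations, cut at about 23% in these data, passing the limit was not always enough; inconclusive = conflicting primary data, or primary hits not chosen for dose response; inactive = low primary inhibition, or under 50% at every dose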;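 note: plate controls were DMSO full reaction for no effect and no enzyme background for full effect; strong numbers were not always called active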
Myeloid diff 2 – induction of myeloid progenitor differentiation, primary screen, cell-based, flow cytometry, MLPCN library; ER-HoxA9 myeloid progenitors, lysozyme-GFP differentiation; calls only at 10 µM; 360,000 tested, 1% active;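 active = normalized GFP-positive differentiation at or above the plate's own cutoff, the solvent-only control mean plus 3 SD; inconclusive = no clear call, values can overlap the other calls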;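 note: cells exposed to compound for four days before flow analysis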
WT yeast gro inh mutant strain – also measured in WT yeast gro inh; calls as there; inhibition, %; mitochondrial fusion phenotypic screen, mutant strain inhibition
Hep lipid drop cells 6.5 µM – recorded beside Hep lipid drop, whose call it bears; cell count; measured here: cell count, cytotoxicity flag;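 cells counted across two imaged fields per well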
Myeloid diff 2 GFP+ MAC1+ % – recorded beside Myeloid diff 2, whose call it bears; GFP+ MAC1+ double positive, %; measured here: differentiation confirmed by MAC1 staining
* hit, by the source's call; i = inactive; ? = inconclusive; nt = no result given; [ ] = another dose, or the depositor's remark. Cut-off read from the data, not from the text of the source, unless noted: active = inhibition above about 50%; inactive = the rest.

SMILES	WT yeast gro inh	WT yeast gro inh mutant strain	UTI89 phage lysis	PMI inhibition	ER stress rescue	TNAP activation fold	Hep lipid drop	Hep lipid drop cells 6.5 µM	PMI inhibitors	P. falciparum M1AAP	Myeloid diff 2	Myeloid diff 2 GFP+ MAC1+ %
Cc1ccc(S(=O)(=O)N2CCC(C(=O)NCCc3ccccc3)CC2)cc1	16.3	21.3	0.6%	-6.3%	2.6%	1	-1.1	743	-10.8%	-2.6%	i	6.6
COc1ccc(-c2cc(C(=O)NC(Cc3cc4ccccc4[nH]3)C(=O)O)c(C)o2)cc1OC (stereo unspecified)	10.8	8.1	-3.1%	-13.6%	-5.5%	1.1	-1.9	667	-36.1%	-4.9%	i	0.0
Cc1cccc(C(C)C)c1NC(=O)COC(=O)Cc1ccsc1	-14.0	16.4	4.0%	4.8%	2.7%	1.2	6.3	660	9.0%	8.1%	i	0.2
COc1c(F)c(F)c(C(=O)Nc2ccc(NC(=O)Cc3ccccc3)cc2)c(F)c1F	4.0	-3.0	2.3%[50 µM]	-0.7%	-0.4%	1.1	-0.7	682	5.1%	-1.5%	i	0.2
C#Cc1ccc([C@@H]2C=C(C(=O)NCc3ccccc3)O[C@H](OCc3ccc(CO)cc3)C2)cc1	17.6	2.7	3.0%	50.8%*	3.1%	1.1	2.9	719	22.6%	4.0%	i	2.1
Cc1ccc(Oc2nc(-c3cccnc3)nc3ccccc23)c([N+](=O)[O-])n1	-4.0	-22.8	0.1%	8.5%	1.7%	1.1	19.2	680	7.8%	4.9%	i	1.3
O=C(O)c1ccc(N2C(=O)CC(SC(=Nc3ccccc3)Nc3ccccc3)C2=O)cc1 (stereo unspecified)	-9.2	-11.4	0.9%[50 µM]	3.1%	2.3%	1.1	12.9	729	-3.9%	2.7%	i	0.9
COc1ccc(C(=O)N(CN2CCCC2=O)c2ccccc2OC)cc1OC	-0.1	3.4	-0.2%	18.2%	-3.7%	1.1	-0.2	702	22.1%	7.4%	i	1.4
Cc1cc(NC(=O)CCSc2nc(-c3ccco3)cc(C(F)(F)F)n2)no1	-12.3	-64.0	0.2%	4.1%	-0.2%	1.1	5.0	769	4.1%	5.5%	i	1.1
Cc1nc(N2CCN(Cc3ccccc3)CC2)[nH]c(=O)c1C	nt	nt	0.3%	-1.0%	2.5%	1	nt	nt	-3.4%	nt	i	1.0
O=C(CN1CCN(S(=O)(=O)c2ccc(Br)cc2)CC1)N/N=C/c1cc([N+](=O)[O-])ccc1Cl	-8.1	-3.8	3.4%	1.3%	-2.5%	1.1	-0.9	704	1.5%	0.6%	i	0.2
COc1ccc(CCNC(=O)C23CCC(C)(C(=O)O2)C3(C)C)cc1OC (stereo unspecified)	-14.9	-13.7	1.6%[50 µM]	11.3%	0.4%	1	-3.3	728	11.9%	9.8%	i	0.3

Entries above shown as hits in PMI inhibition.
SMILES | WT yeast gro inh mutant strain | PMI inhibition | TNAP activation fold | PMI inhibitors | P. falciparum M1AAP | Myeloid diff 2 GFP+ MAC1+ %
C#Cc1ccc([C@@H]2C=C(C(=O)NCc3ccccc3)O[C@H](OCc3ccc(CO)cc3)C2)cc1 | 2.7 | 50.8%* | 1.1 | 22.6% | 4.0% | 2.1

Next results
SMILES	WT yeast gro inh	WT yeast gro inh mutant strain	UTI89 phage lysis	PMI inhibition	ER stress rescue	TNAP activation fold	Hep lipid drop	Hep lipid drop cells 6.5 µM	PMI inhibitors	P. falciparum M1AAP	Myeloid diff 2	Myeloid diff 2 GFP+ MAC1+ %
COc1ccc(Cc2nc3ccccc3n2CC(=O)N/N=C/c2ccccc2)cc1OC	5.9	6.3	-3.0%	-4.7%	-1.0%	1	-5.7	646	5.3%	1.8%	i	0.1
CN1CCCN(C(=O)C2CCC(C(=O)N3CCCN(C)CC3)CC2)CC1 (stereo unspecified)	8.2	5.3	2.6%	0.3%	-0.1%	1.1	-3.2	648	-13.7%	-2.2%	i	1.2
O=C(CCSCc1ccc(Cl)cc1)NCc1cccs1	12.6	10.7	3.3%	12.0%	-1.0%	1.1	-1.6	767	1.6%	2.2%	i	0.5
CC(=O)Oc1ccc(OC(C)=O)c(SCCCCCN2CCOCC2)c1	-6.8	-26.2	1.5%	32.7%	-8.2%	1.1	nt	nt	9.1%	3.5%	i	1.4
COc1cc2c(c(OC)c1OC)C(=O)CC2	nt	nt	-0.4%	nt	nt	nt	-3.2	699	nt	-0.6%	i	0.3
C=CCOc1ccc(/C(O)=C2/C(=O)C(=O)N(CCN3CCOCC3)C2c2ccc(C)cc2)cc1 (stereo unspecified)	-12.6	4.2	0.2%	0.5%	3.3%	1	nt	nt	-2.9%	-2.4%	i	0.3
CCOc1ccc(NC(=O)CSc2nc3ccccc3c(=O)n2CCCC(=O)N2CCCC2)cc1	11.3	13.8	0.3%	4.4%	-0.5%	1.1	nt	nt	7.6%	5.3%	i	1.3
CC(C)(C)c1nc(SCC(=O)Nc2ccc(N3CCOCC3)cc2)c2ccccc2n1	-13.9	-10.4	1.0%	-6.6%	-0.7%	1	nt	nt	-4.5%	15.5%	i	0.3
Cc1cnc(CN(C)Cc2nc(Cc3cccc(C(F)(F)F)c3)no2)[nH]1	30.9	2.0	-0.4%	-0.4%	1.5%	1.1	-29.7	722	7.3%	nt	i	0.1
CC(C)(C)N(Cc1ccccc1)C(=O)CCc1ccccc1	43.0	24.2	-0.1%	2.4%	-2.4%	1	0.0	745	-4.4%	3.2%	i	0.5
Cc1cc(C)cc(NC(=O)c2cccc(NC(=O)C3C4CC5OC(=O)C3C5C4)c2)c1 (stereo unspecified)	2.5	-7.1	-0.2%	-11.3%	-1.6%	1.1	5.1	768	-3.8%	0.6%	i	5.6
O=C(COc1ccc(F)cc1)N(c1ccccn1)C1CCCCC1	6.1	-10.9	0.1%	13.8%	1.8%	1.1	7.4	537	9.4%	2.1%	i	0.3
COC(=O)N/N=C(\C)c1ccc(Br)cc1	-7.5	-3.7	0.8%	-2.5%	-4.6%	1.2	5.1	796	-5.3%	6.8%	i	1.2
C=C(C)CNC(=S)NNC(=O)CCn1c2ccccc2c2ccccc21	8.8	-11.4	0.1%	-0.1%	-1.2%	1.1	0.9	725	-2.6%	-15.0%	i	1.0
Oc1ccc(-c2csc(-c3c[nH]c4ccccc34)n2)c(O)c1	15.4	49.6	0.9%	-4.2%	-2.1%	1.1	12.1	727	-7.6%	11.7%	i	0.3
Cn1c(SCc2nc3ccccc3s2)nnc1-c1cccs1	2.5	-7.0	-0.1%	4.2%	-0.5%	1.1	nt	nt	3.3%	7.5%	i	2.9
Cn1c(=O)[nH]c(=O)c2c1nc(NC1CCCCC1)n2CCO	17.5	4.8	0.2%	nt	nt	nt	7.8	769	nt	-1.9%	i	3.2
CCc1ccc(C(=O)NCc2cccs2)s1	8.5	-1.7	-0.2%	4.9%	1.7%	1	-19.3	776	6.8%	-2.7%	i	8.1
COc1cc(/C=N/NC(=O)CCn2nc(C)cc2C)ccc1O	nt	nt	0.4%	nt	nt	nt	-9.5	775	nt	11.7%	i	0.6
COc1ccc(Cc2nnc(Nc3ccccc3OC)[nH]c2=O)cc1	-2.8	5.7	0.7%	-8.7%	-0.7%	1	-0.5	697	-8.2%	-0.7%	i	0.0
O=C(CSc1n[nH]c(=O)n1C1CC1)NCc1ccccc1Cl	1.3	-1.5	0.2%	-16.2%	-1.5%	0.9	4.6	682	-14.4%	0.2%	i	0.9
N#C/C(=C\c1ccccc1)C(=O)Nc1cc(S(=O)(=O)N2CCOCC2)ccc1N1CCCC1	-2.9	7.7	0.1%	6.5%	-2.4%	1.1	-5.5	591	13.2%	4.8%	i	0.1
CCn1c(/C=C/c2ccc([N+](=O)[O-])o2)nc2ccccc2c1=O	15.4	14.0	-0.3%	-2.2%	0.8%	1	nt	nt	-0.7%	9.1%	?	nt
COc1ccc(C2(c3ccc(OC)cc3)NC(=O)N(Cn3nnc4ccccc4c3=O)C2=O)cc1	-12.0	-22.6	1.2%	9.7%	-1.5%	1	-6.4	622	9.8%	-4.2%	i	0.9
CCC1(C)CC(c2csc(N)n2)CCO1 (stereo unspecified)	9.9	12.7	0.5%	3.3%	1.3%	1.1	5.8	738	13.6%	0.5%	i	0.6
Fc1ccccc1Cc1noc(CN2CCCC(CN3CCOCC3)C2)n1 (stereo unspecified)	-6.3	4.0	0.1%	-4.0%	1.6%	1.1	-7.8	701	1.2%	-2.8%	i	0.4
C#CCNC(=O)c1cccn1-c1ncc(C(F)(F)F)cc1Cl	4.5	10.0	1.4%	-1.2%	-0.6%	1.1	4.7	727	-1.2%	-3.4%	i	0.2
O=C(CSc1nc(-c2ccccc2)cs1)Nc1ccccc1[N+](=O)[O-]	5.3	2.7	1.9%	6.8%	2.1%	1	-10.6	674	17.1%	2.3%	i	1.7
CCCCn1nc2cc(C(=O)NCc3ccc4c(c3)OCO4)ccc2c1OCC	-2.6	19.5	-0.3%	-0.7%	-1.3%	0.9	45.4	642	-2.0%	6.6%	i	1.5
O=c1c(O)cccc2cc(O)c(O)c(O)c12	nt	nt	4.3%	nt	nt	nt	-3.7	737	nt	?	i	0.7
CSCC[C@H](NC(=O)OC(C)(C)C)c1nnc(SCc2ccccc2)o1	24.9	2.5	0.3%	-9.8%	1.8%	1.1	nt	nt	-7.1%	-2.1%	i	1.3
CN(Cc1ccccc1)c1nc2c(c(=O)[nH]c(=O)n2C)n1CCCSc1ncccn1	-8.7	1.6	0.0%	12.0%	2.8%	1.1	nt	nt	8.5%	3.6%	i	0.2
COC(=O)c1cc(OC)c(OC)cc1NC(=O)CSc1ccc(C)cc1	23.6	-17.1	4.7%	13.8%	-0.7%	1	nt	nt	13.6%	4.9%	i	0.6
Cn1cnnc1SCC(=O)c1cccc([N+](=O)[O-])c1	-10.9	-2.0	3.1%	25.8%	-2.6%	1.1	-0.4	659	5.3%	8.5%	i	0.7
CC(C)(C)NCC(O)COc1c(F)cc(Br)cc1F (stereo unspecified)	14.3	22.9	0.4%	0.8%	-1.1%	1.1	4.4	786	6.6%	1.0%	i	0.4
O=C(/C=C/c1ccc(Cl)cc1)N1CCN(c2ccccn2)CC1	1.4	0.1	1.2%[50 µM]	5.8%	-1.5%	1	12.1	788	0.8%	6.7%	i	0.4
